High-throughput results (PubChem BioAssay)
NRP1-CendR mod: modulators of CendR peptide binding to human neuropilin-1 | AID 602438 | inhibition, % at 25 µM | FAM-RPARPAR peptide binding to NRP-1, fluorescence polarization | 360,000 compounds, 0.85% hits;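 active means inhibition or corrected inhibition above about 18%, plus a signal ratio from 0.5 to 1.5, limit read from the data, passing the limit was not always enough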; further: strong numbers were not always called active
SKN-1 block: C. elegans SKN-1 inhibition. AID 624304. C. elegans VP596 Pgst-4::GFP/RFP ratio, acrylamide-induced, 24 h. 360,000 compounds, 0.49% hits. inhibition, % at 21.8 µM;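 active means interference check ratio from 0.5 to 1.5 plus GFP to RFP signal ratio inhibition reaching or exceeding a fixed threshold, cut at about 30% in these data, passing the limit was not always enough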; further: some compounds called inactive have numbers as strong as hits
MsrA act: bovine methionine sulfoxide reductase A activation; purified bovine MsrA, absorbance read-out; activation, % at 10.6 µM; 360,000 compounds, 0.3% hits; in the data active means activation above about 7.5%;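 further: 0% = vehicle and 100% = reference activator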
PABP1 MLLE inh: blocks PAM2 peptide binding to the PABP1 MLLE domain. GST-MLLE / FITC-PAM2 fluorescence polarization. inhibition, % at 20 µM. 360,000 compounds, 0.36% hits. AID 588489; in the data active means inhibition above about 35%, passing the limit was not always enough;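 further: plate controls were DMSO wells with GST-MLLE for no effect and wells lacking GST-MLLE protein for full effect; some results filed as inactive read as strong as hits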
eLon inh: E. coli protease La inhibition; inhibition, % at 7.94 µM; 360,000 compounds, 0.42% hits; purified E. coli Lon protease, fluorescence polarization; AID 602123; in the data active means inhibition above about 13%, passing the limit was not always enough;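 further: 0% = enzyme with probe and DMSO and 100% = no enzyme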
Tb MetRS inh: blocks T. brucei methionyl-tRNA synthetase activity; 360,000 compounds, 0.4% hits; purified T. brucei MetRS, ATP depletion, Kinase-Glo luminescence; inhibition, % at 11.9 µM;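 active means inhibition above a per-plate cutoff of the control wells' mean inhibition plus 3 SD, cut at about 5.5% in these data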;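 further: 0% = DMSO wells median and 100% = median of wells with control inhibitor compound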
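Material – parasite MetRS enzyme · Medium – HEPES-MgCl2-KCl buffer plus DTT, spermine, BSA, pyrophosphatase · Reagent – ATP, methionine and E. coli bulk tRNA substrates · Times – 15 min enzyme-compound preincubation, 2 h reaction, 10 min detection, 25 °C · Measured by – luminescence of leftover ATP · Evaluation – percent inhibition relative to median high and low control wells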
MT1-MMP act inh: blocks activation of human MT1-MMP | HT1080 RFP-PRO-GFP cells, GFP/RFP ratio fluorescence, overnight; percent of plate control window, DMSO zero | P50281 | GFP/RFP ratio change, % at 20 µM | 360,000 compounds, 0.061% hits;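 active means GFP/RFP ratio change of at least 30% with cell ATP level not reduced by more than half and red fluorescence within 50% of control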; further: strong numbers were not always called active
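system = RFP-PRO-GFP reporter HT1080 cells | dosing = 20 µM single dose, 1% DMSO | timing = overnight cell settling, then overnight compound exposure, 37 °C, 5% CO2 | read-out basis = GFP/RFP fluorescence ratio | controls = DMSO and RFP-L50D-GFP cell wells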
MsrA inhibitor: inhibits bovine methionine sulfoxide reductase A; AID 651718; 360,000 compounds, 0.75% hits; inhibition, % at 15.5 µM; purified bovine MsrA, absorbance read-out; in the data active means inhibition above about 4.5%;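 further: 0% = vehicle wells with enzyme and 100% = reference inhibitor wells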
FAS-TE inh: inhibitors of human fatty acid synthase thioesterase domain | inhibition, % at 15 µM | 360,000 compounds, 0.67% hits | P49327 | recombinant FAS-TE, OMFH fluorogenic substrate, fluorescence endpoint;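 active means compounds whose normalised, plate-corrected inhibition of enzyme fluorescence in the single-dose primary screen is 50% or more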;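 further: 0% = DMSO with enzyme and 100% = substrate without enzyme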
Target sequence (P49327 whole entry, looked up, the tested form may be a part): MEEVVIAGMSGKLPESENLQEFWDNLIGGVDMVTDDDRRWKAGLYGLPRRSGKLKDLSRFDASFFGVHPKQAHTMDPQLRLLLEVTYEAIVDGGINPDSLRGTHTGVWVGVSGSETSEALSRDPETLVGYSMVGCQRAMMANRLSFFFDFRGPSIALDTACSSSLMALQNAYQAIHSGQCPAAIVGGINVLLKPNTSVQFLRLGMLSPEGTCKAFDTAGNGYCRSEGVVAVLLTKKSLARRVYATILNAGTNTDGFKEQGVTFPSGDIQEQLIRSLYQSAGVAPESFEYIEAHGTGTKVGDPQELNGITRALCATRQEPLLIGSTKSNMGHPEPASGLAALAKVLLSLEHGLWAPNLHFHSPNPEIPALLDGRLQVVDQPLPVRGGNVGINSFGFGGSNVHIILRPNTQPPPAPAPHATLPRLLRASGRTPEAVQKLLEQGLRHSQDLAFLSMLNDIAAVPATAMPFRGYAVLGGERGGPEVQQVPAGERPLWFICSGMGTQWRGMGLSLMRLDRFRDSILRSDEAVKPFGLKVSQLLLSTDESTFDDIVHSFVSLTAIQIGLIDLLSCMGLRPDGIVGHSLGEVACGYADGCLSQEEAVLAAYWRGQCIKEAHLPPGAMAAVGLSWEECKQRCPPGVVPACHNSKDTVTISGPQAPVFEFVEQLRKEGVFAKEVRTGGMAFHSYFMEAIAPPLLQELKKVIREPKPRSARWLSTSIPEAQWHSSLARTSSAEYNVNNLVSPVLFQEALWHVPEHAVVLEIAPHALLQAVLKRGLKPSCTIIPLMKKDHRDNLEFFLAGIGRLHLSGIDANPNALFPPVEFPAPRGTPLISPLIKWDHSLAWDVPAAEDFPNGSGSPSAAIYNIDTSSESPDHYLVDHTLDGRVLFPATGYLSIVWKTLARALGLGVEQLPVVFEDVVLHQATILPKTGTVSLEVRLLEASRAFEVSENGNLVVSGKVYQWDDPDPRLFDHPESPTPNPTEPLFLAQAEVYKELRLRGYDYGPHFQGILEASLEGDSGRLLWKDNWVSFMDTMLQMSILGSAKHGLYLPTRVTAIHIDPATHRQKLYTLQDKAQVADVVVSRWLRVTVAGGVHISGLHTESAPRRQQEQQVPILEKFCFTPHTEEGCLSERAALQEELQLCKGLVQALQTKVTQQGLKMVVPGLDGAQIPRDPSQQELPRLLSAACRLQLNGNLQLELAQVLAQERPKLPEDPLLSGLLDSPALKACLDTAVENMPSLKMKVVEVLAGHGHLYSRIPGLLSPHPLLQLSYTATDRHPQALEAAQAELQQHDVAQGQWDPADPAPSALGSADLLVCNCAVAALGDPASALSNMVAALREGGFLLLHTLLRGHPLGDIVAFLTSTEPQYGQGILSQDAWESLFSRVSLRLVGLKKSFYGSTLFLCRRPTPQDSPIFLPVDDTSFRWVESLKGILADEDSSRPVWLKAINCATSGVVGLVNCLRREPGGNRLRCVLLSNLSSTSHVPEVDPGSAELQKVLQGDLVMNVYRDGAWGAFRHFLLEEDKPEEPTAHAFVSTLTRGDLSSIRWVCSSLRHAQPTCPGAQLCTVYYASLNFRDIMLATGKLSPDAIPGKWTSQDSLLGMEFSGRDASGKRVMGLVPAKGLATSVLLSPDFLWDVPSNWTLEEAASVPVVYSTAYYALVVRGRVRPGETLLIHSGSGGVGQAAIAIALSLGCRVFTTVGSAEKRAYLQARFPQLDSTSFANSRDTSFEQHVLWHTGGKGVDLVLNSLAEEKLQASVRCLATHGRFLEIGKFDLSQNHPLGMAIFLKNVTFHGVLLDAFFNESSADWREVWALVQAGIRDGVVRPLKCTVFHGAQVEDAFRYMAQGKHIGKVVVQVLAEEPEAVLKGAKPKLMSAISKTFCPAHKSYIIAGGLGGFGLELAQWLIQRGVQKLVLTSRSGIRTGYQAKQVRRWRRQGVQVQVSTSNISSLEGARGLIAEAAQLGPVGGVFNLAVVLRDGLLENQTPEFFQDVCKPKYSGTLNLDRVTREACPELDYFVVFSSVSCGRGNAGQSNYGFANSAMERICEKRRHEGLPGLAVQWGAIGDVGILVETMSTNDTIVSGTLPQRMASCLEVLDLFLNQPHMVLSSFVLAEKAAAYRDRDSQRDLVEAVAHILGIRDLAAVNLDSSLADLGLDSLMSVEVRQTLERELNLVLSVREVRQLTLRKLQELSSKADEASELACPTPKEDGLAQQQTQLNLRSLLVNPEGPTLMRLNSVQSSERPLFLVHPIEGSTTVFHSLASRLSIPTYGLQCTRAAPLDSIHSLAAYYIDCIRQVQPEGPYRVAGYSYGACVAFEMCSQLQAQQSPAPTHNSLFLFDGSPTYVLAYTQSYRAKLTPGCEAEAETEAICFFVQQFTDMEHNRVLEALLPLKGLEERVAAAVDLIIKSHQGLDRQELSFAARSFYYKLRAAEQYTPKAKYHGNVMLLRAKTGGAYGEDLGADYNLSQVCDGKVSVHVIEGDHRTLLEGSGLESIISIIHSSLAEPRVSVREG
* marks the source's active call; other numbers are inactive results; . = no result given. Not all compounds are listed, so the mix of outcomes need not match the whole.

SMILES	NRP1-CendR mod	SKN-1 block	MsrA act	PABP1 MLLE inh	eLon inh	Tb MetRS inh	MT1-MMP act inh	MsrA inhibitor	FAS-TE inh
COc1cc(C(=S)N2CCOCC2)cc(OC)c1OC(=O)Cc1ccccc1	-5.8	-2.6	3.6	19.8	-2.4	-0.6	-2.9	-0.3	-0.4
CC[C@H]1OC(=O)C[C@@H](O)[C@H](C)[C@@H](O[C@@H]2O[C@H](C)[C@@H](O[C@H]3C[C@@](C)(O)[C@@H](O)[C@H](C)O3)[C@H](N(C)C)[C@H]2O)[C@@H](CC=O)C[C@@H](C)C(=O)/C=C/C(C)=C/[C@@H]1CO[C@@H]1O[C@H](C)[C@@H](O)[C@@H](OC)[C@H]1OC	7.5	-18.4	0.0	-4.4	0.6	0.1	4.2	0.4	-2.2
O=c1[nH]c(=O)n(CCc2ccc(F)cc2)c(O)c1C=NCCCn1ccnc1	-58.7	11.3	-5.1	-38.9	-34.6	-1.5	-2.3	-0.4	-5.8
COc1ccc(-c2[nH]ncc2CNC(C)Cc2ccsc2)c(F)c1 (configuration not stated)	-2.2	2.2	-1.4	-7.0	-9.8	-0.4	-0.4	0.7	5.2
COC(=O)C1=C(c2cccc(C#N)c2)C[C@@H]2CC[C@H]1N2C(=O)N1CCC(O)CC1	25.1*	-1.2	-2.0	7.7	-10.7	-0.2	1.4	-0.3	-11.6
NC(N)=N/N=C/c1cn(-c2ccccc2)nc1-c1cccs1	15.7	-4.5	1.3	-0.4	-11.1	0.1	5.1	1.2	-24.1
Cc1ccccc1-n1c(C)cc(/C=C2/C(=O)NC(=O)N(Cc3ccco3)C2=O)c1C	-19.3	20.2	-2.7	-17.6	-29.6	0.3	-8.4	0.7	-3.3
CN1C(=O)C(=Cc2ccc(N3CCCCCC3)cc2)C(=O)N(C)C1=O	-0.8	12.3	-10.1	-153.4	-2.3	-0.6	23.1	2.7	-5.5
CCC(=NC1CC1)c1c(O)n(C2CCCCC2)c(=O)[nH]c1=O	21.4	-7.0	-1.6	-2.6	3.3	-0.5	-3.4	-0.7	-1.2
Cc1ccc(-c2nc3ccccc3c(=O)n2-c2cccnc2)cc1	0.7	-2.3	-9.3	-4.0	-5.0	-0.6	4.1	-0.6	-11.5
CSc1ccc(CN2CCN(C(=O)Cc3ccccc3)CC2)cc1	7.9	-19.9	-2.3	2.9	0.5	-1.0	6.4	0.3	-2.4
CC(C)(C)n1c(O)c(C=Nc2ccc3c(c2)CCC3)c(=O)[nH]c1=O	-1.8	26.7*	-12.0	0.7	-11.5	-1.1	-5.9	-0.2	-0.4

The list goes on, overlapping the part above by 3 compounds.
SMILES	NRP1-CendR mod	SKN-1 block	MsrA act	PABP1 MLLE inh	eLon inh	Tb MetRS inh	MT1-MMP act inh	MsrA inhibitor	FAS-TE inh
Cc1ccc(-c2nc3ccccc3c(=O)n2-c2cccnc2)cc1	0.7	-2.3	-9.3	-4.0	-5.0	-0.6	4.1	-0.6	-11.5
CSc1ccc(CN2CCN(C(=O)Cc3ccccc3)CC2)cc1	7.9	-19.9	-2.3	2.9	0.5	-1.0	6.4	0.3	-2.4
CC(C)(C)n1c(O)c(C=Nc2ccc3c(c2)CCC3)c(=O)[nH]c1=O	-1.8	26.7*	-12.0	0.7	-11.5	-1.1	-5.9	-0.2	-0.4
O=c1c2ccccc2nc(-c2ccoc2)n1-c1ccccc1Cl	0.8	6.1	-3.7	-5.9	-4.3	-0.5	1.8	2.0	0.2
c1csc(CN2CCNCC2)c1	2.2	3.0	-4.8	6.1	-1.9	0.3	-0.5	0.3	-3.1
COc1ccc(CC2(CCc3ccncc3)C(=O)NC(=O)NC2=O)c(OC)c1	9.1	6.1	-1.7	-9.1	1.8	-0.2	-0.9	1.4	-1.6
CC(C)=CCN1CC[C@@]2(C)c3cc(O)ccc3CC1C2C (some centres not stated)	-6.4	-3.8	-0.3	-16.4	-12.8	-1.8	-4.6	-0.4	-1.3
COC(=O)C1=C(c2ccc(-c3ccccc3)c(F)c2)C[C@@H]2CC[C@H]1N2C(=O)NC1CCCCC1	-4.4	2.4	-2.6	10.3	-0.5	-0.2	-20.7	-0.4	42.4
COc1c(C)cc(C(=O)C2CCCN(Cc3cccc(C)n3)C2)cc1C (configuration not stated)	0.5	-5.1	-1.0	0.6	-5.2	-0.2	2.7	-0.7	-1.6
COc1ccccc1OCCCn1cc(C=O)c2ccccc21	-12.1	-11.3	-9.6	9.6	-5.5	-1.7	3.7	-0.1	3.0
COc1ccc(CC(C)Nc2cccc(F)c2)cc1 (configuration not stated)	-1.9	8.3	-3.1	15.8	3.8	-0.8	-4.0	0.5	17.4
CC[C@H]1CN2CC[C@@]3(C(=O)Nc4ccccc43)[C@@H]2C[C@@H]1/C(=C\OC)C(=O)OC	-14.2	-5.2	-12.0	-5.7	3.1	-0.3	8.3	.	-5.2
COc1ccccc1N1CCN(Cc2cc(C)c(C)cc2O)CC1	1.7	32.1	-1.2	5.7	-5.3	0.0	-4.7	-0.5	-13.5
CCN(CC)C(=O)c1ccc(NC(=O)CNC(C)c2cccc3ccccc23)cc1 (configuration not stated)	3.1	5.7	1.1	17.4	6.7	-0.6	3.9	-0.7	-0.6
O=S(=O)(c1cccc(C(F)(F)F)c1)N1Cc2ccccc2-n2nncc2C1	18.3	-16.6	-2.9	3.8	4.4	0.5	3.3	-0.5	-0.1
CCOC(=O)N(CC)c1ccc(C(O)(C(=O)OC)C(F)(F)F)cc1 (configuration not stated)	0.0	-19.1	-12.1	0.5	3.1	-1.1	2.1	-0.3	-6.4
CC(=O)NC(Cc1ccc(N(CCCl)CCCl)cc1)C(=O)NCC(=O)NCC(=O)O (configuration not stated)	12.0	11.1	-2.3	17.6	8.8	-0.4	-2.6	0.2	-6.2
O=C1NCN(c2ccccc2)C12CCN(C(c1ccnc3ccccc13)c1nnnn1Cc1ccccc1)CC2 (configuration not stated)	7.1	0.9	-4.7	-18.4	-8.9	-1.2	3.3	0.3	7.1
OCCOCC#CCN1CCOCC1	8.9	-3.3	-0.7	7.8	7.6	-0.1	3.8	-0.5	-5.0
CCN(CC(=O)Nc1ccc(C#N)c(Cl)c1)CC(=O)NC(C)(C)C	-2.1	-2.3	1.1	-11.6	-5.1	-0.7	9.1	1.9	8.0
COc1nc2ccccc2nc1N1CCN(C)CC1	-2.5	-2.7	-2.8	-2.9	-9.9	0.9	-0.4	1.8	-4.4
CN1CCN(Cc2ccccc2Sc2ccccc2)CC1	-1.8	14.1	-1.7	0.3	-3.9	-0.8	-8.3	1.3	-8.5
CCc1c(C(=O)NN2C(=O)C3C4CCC(O4)C3C2=O)csc1C (configuration not stated)	-1.7	4.7	-4.8	12.4	1.2	-0.3	1.2	0.0	-9.6
CNC(=O)Oc1ccc2ncccc2c1	-15.7	-6.7	-3.3	-16.6	0.3	-0.1	4.2	-0.5	-8.4
COc1ccc(C(=O)OC2CC3CCC(C2)[N+]3(C)[O-])cc1OC (configuration not stated)	-2.7	-10.9	-8.4	-4.8	4.8	-1.7	-4.5	-0.7	-0.3
CN(C)C(Cc1ccc(C#N)cc1)C(=O)c1ccccc1 (configuration not stated)	-47.8	5.9	-3.4	-4.1	-33.5	0.3	-11.1	1.4	-2.0
CNC(C)Cc1ccccc1Sc1ccc(O)cc1 (configuration not stated)	-0.7	8.4	1.8	-15.6	-1.1	-0.2	-10.9	1.7	-6.3

Gathered by group, those above with a Cl atom
SMILES	NRP1-CendR mod	SKN-1 block	MsrA act	PABP1 MLLE inh	eLon inh	Tb MetRS inh	MT1-MMP act inh	MsrA inhibitor	FAS-TE inh
O=c1c2ccccc2nc(-c2ccoc2)n1-c1ccccc1Cl	0.8	6.1	-3.7	-5.9	-4.3	-0.5	1.8	2.0	0.2
CC(=O)NC(Cc1ccc(N(CCCl)CCCl)cc1)C(=O)NCC(=O)NCC(=O)O (configuration not stated)	12.0	11.1	-2.3	17.6	8.8	-0.4	-2.6	0.2	-6.2
CCN(CC(=O)Nc1ccc(C#N)c(Cl)c1)CC(=O)NC(C)(C)C	-2.1	-2.3	1.1	-11.6	-5.1	-0.7	9.1	1.9	8.0

Further compounds follow.
SMILES	NRP1-CendR mod	SKN-1 block	MsrA act	PABP1 MLLE inh	eLon inh	Tb MetRS inh	MT1-MMP act inh	MsrA inhibitor	FAS-TE inh
Cc1nc2ccccc2c(=O)n1-c1ccc([N+](=O)[O-])cc1	7.1	6.6	0.4	-1.2	2.6	-0.3	-0.3	-0.5	-6.7
Cc1ccc(-c2nc(N(C)C3CCN(C)CC3)c3ccccc3n2)cc1	6.2	19.6	-5.6	-7.6	-8.3	-0.3	-13.1	2.6	-3.1
c1ccc(-n2ccnc2)cc1	1.9	8.8	-0.3	-7.5	-0.5	0.0	3.2	-0.1	0.2
Cc1nn(Cc2ccc(Cl)cc2Cl)c(Cl)c1C(=O)NC1CCCc2ccccc21 (configuration not stated)	6.3	2.4	-3.5	-12.3	-8.2	0.6	-17.6	-1.0	7.6
COc1ccc(CCNCc2c(OC)ccc3ccccc23)cc1	1.1	11.9	-2.5	7.5	5.5	-0.3	0.8	0.9	-6.3
OC12CCCCC1C(c1ccccc1)NCC2 (configuration not stated)	-25.9	7.3	0.2	1.6	5.5	-0.5	1.9	0.0	-7.1
Cc1ccc2c(c1)CC1(CN2C)C(=O)NC(=O)N(C(C)C)C1=O (configuration not stated)	2.8	-1.2	0.0	5.8	-4.7	0.9	8.2	1.1	-2.4
CSCCC(c1nnnn1Cc1ccccc1)N1CCC(n2c(=O)[nH]c3ccccc32)CC1 (configuration not stated)	14.9	-1.0	-1.1	-2.3	-2.0	0.1	-14.9	-1.1	9.0
O=c1cccc2n1CC1CC2CN(S(=O)(=O)c2cc(Cl)ccc2Cl)C1 (configuration not stated)	4.5	1.5	-3.1	-10.2	3.6	0.0	-4.8	0.5	-4.3
O=C(c1c[nH]c2ccc(S(=O)(=O)N3CCOCC3)cc2c1=O)N1CCC2(CC1)OCCO2	28.3*	4.8	-4.0	8.4	4.0	0.1	-1.0	0.9	-3.4
O=C(O)c1ccc(NC(=O)N2C[C@H]3C[C@@H](C2)c2cccc(=O)n2C3)cc1	0.6	4.0	-4.0	-0.8	-0.6	-1.0	-0.2	0.2	-0.2
C=C1C(C)C2C(Cc3ccccc3)NC(=O)C23OC(=O)/C=C/C(O)CCCC(C)C/C=C/C3C1O (configuration not stated)	4.7	3.9	-2.0	-1.7	-2.3	-0.3	3.9	-0.1	-5.0
O=C(NC1CC1)c1cn(Cc2ccccc2)nc1-c1ccccc1	-9.0	-15.9	-2.2	12.7	-6.3	-0.4	0.7	-0.7	-4.8
CC1=NN(c2ccccc2)C(=O)C1/C=C1\C(=O)NC(=O)N(c2ccc(C)c(C)c2)C1=O (configuration not stated)	-21.0	5.5	-3.5	-11.8	-12.8	-0.4	-9.2	0.5	-1.0
Cc1ccc(-c2nn(Cc3ccccc3)cc2C=O)cc1	10.1	8.9	0.7	-2.1	-2.1	0.4	-3.8	1.0	6.5
